# Screens (PubChem)
# Rpn11 block = Rpn11 (human) deubiquitinase inhibition. calls only at 20 µM. human 26S proteasome, Ub4-pepOG fluorescence polarization; 20S core pre-blocked with epoxomicin. AID 588493. O00487. actives 0.59% (n = 360,000);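 active = inhibition at 20 µM, scaled to each plate's controls, above about 33%, limit read from the data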
# LMPTP block = LMPTP (human) inhibition | inhibition, % at 20 µM | recombinant LMPTP-A, OMFP fluorogenic substrate, fluorescence intensity | actives 0.22% (n = 360,000) | P24666;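 active = compounds that cut the enzyme signal by at least half of the control window in the single-dose screen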;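 note: plate controls were DMSO wells with enzyme plus substrate for no effect and substrate without enzyme for full effect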
#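 Test system: LMPTP-A phosphatase enzyme; input: 0.625 nM LMPTP-A final; reagent: OMFP substrate, 400 µM final; compound dosing: 20 µM single dose, 3% DMSO; incubation: 50 min dark incubation at room temperature; measured by: endpoint fluorescence intensity from OMFP dephosphorylation; measure: % inhibition relative to no-enzyme and uninhibited control wells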
# CSN deneddyl inh = CSN deneddylation inhibition; Q92905; Purified CSN, SCF-Nedd8-OG deneddylation, fluorescence polarization; inhibition, % at 12.5 µM; actives 0.38% (n = 360,000);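 active = pattern-corrected inhibition above about 35%, with an unprinted fluorescence ratio check between 0.5 and 1.5, limit read from the data, passing the limit was not always enough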;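 note: 0% = enzyme with substrate and 100% = substrate without enzyme; some results filed as inactive read as strong as hits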
#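 Detection – fluorescence polarization · System – HEK293T-derived human Csn5 enzyme · Controls – substrate-only high control, full reaction low control · Timing – 90 min, room temperature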
# DNMT1 block = inhibitors of human DNMT1; P26358; DNMT1 molecular beacon, Hinp1I cleavage, fluorescence; inhibition (reported as % activation of signal), % at 10 µM; actives 0.83% (n = 360,000); AID 588458; in the data active = inhibition above about 50%
# Target sequence (P26358 504-1616 limits assumed): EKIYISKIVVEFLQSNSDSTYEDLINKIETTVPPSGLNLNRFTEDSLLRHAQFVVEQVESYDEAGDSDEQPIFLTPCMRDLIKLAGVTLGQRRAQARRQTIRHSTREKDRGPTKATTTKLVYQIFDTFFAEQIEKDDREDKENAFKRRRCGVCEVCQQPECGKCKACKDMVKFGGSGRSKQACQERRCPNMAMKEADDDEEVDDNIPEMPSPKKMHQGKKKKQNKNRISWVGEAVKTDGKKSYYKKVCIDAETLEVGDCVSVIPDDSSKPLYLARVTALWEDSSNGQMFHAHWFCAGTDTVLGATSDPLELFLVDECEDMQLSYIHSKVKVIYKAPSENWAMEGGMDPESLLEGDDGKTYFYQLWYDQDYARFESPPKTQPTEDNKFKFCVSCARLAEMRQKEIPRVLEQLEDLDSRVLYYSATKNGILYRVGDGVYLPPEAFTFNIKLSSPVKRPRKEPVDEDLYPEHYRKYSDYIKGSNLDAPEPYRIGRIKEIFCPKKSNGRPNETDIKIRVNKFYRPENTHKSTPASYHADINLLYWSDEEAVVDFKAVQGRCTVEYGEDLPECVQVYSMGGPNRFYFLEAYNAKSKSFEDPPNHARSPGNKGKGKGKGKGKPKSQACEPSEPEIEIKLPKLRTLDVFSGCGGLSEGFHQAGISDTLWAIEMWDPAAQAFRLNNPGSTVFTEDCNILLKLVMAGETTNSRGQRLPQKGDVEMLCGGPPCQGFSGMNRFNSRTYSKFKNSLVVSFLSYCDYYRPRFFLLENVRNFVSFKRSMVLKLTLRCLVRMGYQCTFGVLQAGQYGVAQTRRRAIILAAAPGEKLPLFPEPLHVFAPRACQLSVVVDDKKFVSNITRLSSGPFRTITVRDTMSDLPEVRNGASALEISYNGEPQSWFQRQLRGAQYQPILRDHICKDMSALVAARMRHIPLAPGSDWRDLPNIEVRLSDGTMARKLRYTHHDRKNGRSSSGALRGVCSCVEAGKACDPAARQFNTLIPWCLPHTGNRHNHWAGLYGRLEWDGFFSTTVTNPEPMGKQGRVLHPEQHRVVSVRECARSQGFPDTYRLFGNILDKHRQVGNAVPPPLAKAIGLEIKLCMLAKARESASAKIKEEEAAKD
# STEP inh = STEP (human) phosphatase inhibition. inhibition, % at 20 µM. recombinant STEP, OMFP fluorogenic substrate, fluorescence. actives 0.25% (n = 360,000);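 active = inhibition at 20 µM, scaled per plate between control wells, above about 37%, limit read from the data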;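 note: 0% = DMSO with enzyme and substrate and 100% = substrate only without enzyme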
#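 Assay system: isolated STEP enzyme. Buffer or medium: pH 6.0 Bis-Tris with DTT and Tween 20. Also added: fluorogenic phosphatase substrate OMFP at 25 µM final. Dosing: 20 µM, 1% DMSO. Timing: 20 min reaction, room temperature, in the dark. Measured by: fluorescence intensity, excitation 480 nm, emission 540 nm. Evaluation: normalized % inhibition.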
# Scp-1 inhibitor = Scp-1 (human) phosphatase inhibition; Recombinant Scp1, phosphopeptide, malachite green phosphate absorbance; inhibition, % at 20 µM; actives 0.88% (n = 340,000); AID 493091;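 active = inhibition above about 50% at 20 µM, limit read from the data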;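 note: plate controls were DMSO wells with enzyme for no effect and wells lacking enzyme for full effect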
#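 Test system: SCP-1 phosphatase catalytic domain, residues 76-261 | Compound dosing: One concentration, 20 µM, with 1.0% DMSO | Schedule: 45 min room-temperature reaction, 5 min colour, 30 min stabiliser | Detection: Absorbance at 630 nm | Read-out basis: % inhibition of SCP-1 phosphate liberation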
# TbMetRS inhib = blocks T. brucei methionyl-tRNA synthetase activity. purified T. brucei MetRS, ATP depletion, Kinase-Glo luminescence. inhibition, % at 11.9 µM. actives 0.4% (n = 360,000);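 active = inhibition above a per-plate cutoff of the control wells' mean inhibition plus 3 SD, cut at about 5.5% in these data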;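 note: 0% = DMSO wells median and 100% = median of wells with control inhibitor compound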
#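 Material – parasite MetRS enzyme · Medium – HEPES-MgCl2-KCl buffer plus DTT, spermine, BSA, pyrophosphatase · Reagent – ATP, methionine and E. coli bulk tRNA substrates · Times – 15 min enzyme-compound preincubation, 2 h reaction, 10 min detection, 25 °C · Measured by – luminescence of leftover ATP · Evaluation – percent inhibition relative to median high and low control wells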
# SUMO1-SIM PPI = modulators of human SUMO1-mediated protein-protein interactions | P63165 | SUMO1 binding to a labelled peptide, TR-FRET, 1 h | inhibition, % at 20 µM | actives 0.33% (n = 360,000); in the data active = inhibition above about 37%
# MLLE-PAM2 inh = inhibitors of microRNA-mediated deadenylation, human PABP1 MLLE binding | actives 0.36% (n = 360,000) | inhibition, % at 20 µM | AID 588489 | GST-MLLE / FITC-PAM2 fluorescence polarization | P11940; in the data active = inhibition above about 35%, passing the limit was not always enough;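 note: plate controls were DMSO wells with GST-MLLE for no effect and wells lacking GST-MLLE protein for full effect; some results filed as inactive read as strong as hits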
# NadD inh = inhibitors of Staphylococcus aureus NadD; actives 0.78% (n = 360,000); AID 602399; inhibition, % at 20 µM; purified NadD enzyme, colorimetric absorbance read-out; in the data active = inhibition above about 26%; note: some compounds past the cut are filed as inactive
# * = called active by the depositor; i = inactive; · = no result given.
No.	molecule	Scp-1 inhibitor	CSN deneddyl inh	Rpn11 block	STEP inh	TbMetRS inhib	SUMO1-SIM PPI	DNMT1 block	MLLE-PAM2 inh	LMPTP block	NadD inh
1	CC(C)N1CC(O)=C(c2nc3ccccc3[nH]2)C1=N	-4	1	i	2	0.0	3	19	-1	-0.7	-1
2	CCN(CCCNC(=O)CNC(=O)c1nn(-c2ccc(OC)cc2)c(=O)c2ccccc12)c1cccc(C)c1	-3	7	i	2	-0.3	6	-4	5	2.1	2
3	COc1ccccc1Nc1nc2ccccc2n2cnnc12	-11	-2	i	3	-0.3	-6	-1	7	1.6	-10
4	Cc1ccc(-n2c(=O)[nH]c3c(C(N)=O)nc(C(C)C)nc32)cc1	-9	3	i	-2	-0.6	-1	0	-11	0.1	3
5	O=C(OCC(O)COc1ccccc1)c1ccc([N+](=O)[O-])cc1 (centres undefined)	-7	3	i	0	-1.1	-32	-1	-12	1.2	1
6	CCOC(=O)c1ccc(N2Cc3ccccc3C2=NC(=O)c2ccncc2)cc1	-10	5	i	3	-0.9	-8	1	3	0.0	2
7	Cc1[nH]c(=O)[nH]c(=O)c1S(=O)(=O)N1CCCc2ccccc21	-7	-4	i	-4	-0.5	3	4	4	-0.9	-6
8	Cc1sc2nc(C(C)C)nc(SCC(=O)N3CCN(C(=O)c4ccco4)CC3)c2c1C	-3	0	i	2	-0.5	2	-3	-1	1.8	5
9	O=C(COc1ccccc1Br)N1CCN(c2ccccc2)CC1	2	2	i	2	-1.5	-1	-6	-1	2.0	0
10	N#C/C(=C(/O)CN1CCN(c2ccccc2F)CC1)c1nc(-c2ccc(Cl)cc2)cs1	22	0	i	2	-1.3	-1	-5	-11	-1.8	10
11	CC1CCC(C(C)C)C(OC(=O)CSc2nccc(=O)[nH]2)C1 (centres undefined)	-1	-1	i	1	-0.4	-2	-2	-3	1.3	-3
12	CCN1C(=O)[C@@H]2[C@H](C1=O)[C@@H]1C(=O)Nc3ccccc3C(=O)N1[C@@H]2c1cccc(Cl)c1	-2	-3	i	-1	-0.4	-1	0	10	-2.1	-3
13	CCCCNc1ncnc2[nH]ncc12	8	3	i	-3	-0.7	2	10	20	-5.8	1
14	C#CCOCCOCCOCCNc1nc(N2CCN(C(=O)C(Cc3cc4ccccc4[nH]3)n3cc(C(N)Cc4ccc(O)cc4)nn3)CC2)nc(N2CCN(C(=O)C(CCC(=O)O)n3cc(C(N)C(C)CC)nn3)CC2)n1 (centres undefined)	0	5	i	-1	-0.5	-11	-8	-11	-2.7	3
15	O=C(Nc1cccc(S(=O)(=O)N2CCCCC2)c1)C1CC(=O)N(c2ccc3c(c2)OCCO3)C1 (centres undefined)	25	-3	i	-1	0.3	1	-4	-55	1.2	6
16	CCCC(=O)Nc1ccccc1NC(=O)c1ccc(OCC)c(OCC)c1	3	-20	i	2	-1.4	-1	4	-4	2.6	-2
17	CC(OC(=O)c1c2c(nc3ccccc13)/C(=C\c1ccc3c(c1)OCO3)CCC2)C(=O)Nc1ccc(S(N)(=O)=O)cc1 (centres undefined)	7	-94	i	-42	0.4	-12	29	i	3.3	44*
18	Cc1nnsc1C(=O)NNC(=O)c1cccc2ccccc12	-13	14	i	0	0.4	2	-2	-1	-0.3	0
19	CSc1nc(N)nc(C2CC2)n1	-4	-4	i	-1	0.0	4	2	-5	-2.3	0
20	O=C1CSC(c2ccc(Cl)cc2)N1C1CCCCC1 (centres undefined)	-1	2	i	0	-1.6	1	-2	19	1.8	-2
21	COc1ccc(CNS(=O)(=O)c2ccc3c(c2)CCN3C(=O)C2CCC2)cc1	-10	2	i	-2	-0.4	4	5	8	-1.2	-7
22	CCC1SC(CC)C(=O)N(CC(=O)Nc2ccc3c(c2)OCO3)C1=O (centres undefined)	-5	0	i	-2	-0.5	-1	-8	14	-0.7	0
23	CC(C)[C@H](NC(=O)C1CCN(S(=O)(=O)c2ccccc2)CC1)C(=O)NCc1ccncc1	-4	-3	i	0	-0.3	2	1	2	-0.6	1
24	Cc1ccc(C(=O)NCc2ccc3c(c2)OCO3)cc1	2	5	i	1	-0.7	1	2	8	0.5	4
25	O=S(=O)(Nc1ccc(-c2ccc3nncn3n2)cc1)c1cc(F)ccc1F	-1	-6	i	1	-0.2	-12	0	3	0.0	3

# Compounds shown so far with an aryl methoxy group (3):
No.	molecule	Scp-1 inhibitor	CSN deneddyl inh	Rpn11 block	STEP inh	TbMetRS inhib	SUMO1-SIM PPI	DNMT1 block	MLLE-PAM2 inh	LMPTP block	NadD inh
2	CCN(CCCNC(=O)CNC(=O)c1nn(-c2ccc(OC)cc2)c(=O)c2ccccc12)c1cccc(C)c1	-3	7	i	2	-0.3	6	-4	5	2.1	2
3	COc1ccccc1Nc1nc2ccccc2n2cnnc12	-11	-2	i	3	-0.3	-6	-1	7	1.6	-10
21	COc1ccc(CNS(=O)(=O)c2ccc3c(c2)CCN3C(=O)C2CCC2)cc1	-10	2	i	-2	-0.4	4	5	8	-1.2	-7

# (continued)
No.	molecule	Scp-1 inhibitor	CSN deneddyl inh	Rpn11 block	STEP inh	TbMetRS inhib	SUMO1-SIM PPI	DNMT1 block	MLLE-PAM2 inh	LMPTP block	NadD inh
26	O=C(Nc1ccc(F)cc1)C(c1cccc(F)c1)N1CCN(c2ccncc2)CC1 (centres undefined)	·	0	·	·	-0.4	-4	·	·	0.0	·
27	COC(=O)Cc1ccc(NC(=S)NN2CCOCC2)cc1	-4	5	i	1	-0.1	1	-1	5	-0.7	-3
28	CC(C)c1ccccc1NC(=O)COC(=O)/C=C/c1cccc([N+](=O)[O-])c1	-3	-7	i	4	-0.4	-6	-1	-1	-0.1	1
29	CCOC(=O)C1CCCN(C(=O)CCCn2nc(C)n3c(cc4sccc43)c2=O)C1 (centres undefined)	-15	1	i	1	-0.8	-5	3	-7	-0.1	-3
30	CN1CCN(/N=C/c2ccc(OCc3ccccc3)cc2)CC1	-8	3	i	0	0.4	-6	1	11	-0.8	5
31	O=C(N/N=C/C=C/c1ccccc1[N+](=O)[O-])c1cc(-c2cccnc2)nc2ccccc12	-2	-2	i	1	0.4	-8	-4	8	2.5	22
32	COc1ccc(CCC(=O)NNC(=O)c2ccc(OC)cc2)cc1	-3	-1	i	0	0.4	2	3	-23	-0.6	-1
33	CCC(=O)Nc1ccc2c(c1)nc(CN1CCN(C(C)=O)CC1)n2C	-1	2	i	-1	0.0	2	-1	3	-0.4	-4
34	COc1ccc(-c2[nH]ncc2CN(C)CC2CCCCO2)cc1F (centres undefined)	9	-2	i	-2	-1.1	1	11	-9	-0.8	-3
35	COc1cc(NC(=O)c2cc3nc(C4CC4)cc(C(F)(F)F)n3n2)c(OC)cc1Cl	35	2	i	2	-0.2	-3	3	-4	1.9	-14
36	Cc1onc(-c2ccccc2)c1C(=O)N/N=C/C=C/c1ccccc1	-13	0	i	1	-0.6	-21	-29	7	0.6	0
37	CCCn1nc(C(=O)N2CCN(S(=O)(=O)c3ccc(C)c(C)c3)CC2)c2ccccc2c1=O	-4	-3	i	1	0.0	-6	-1	-30	-0.4	5
38	CCOC(=O)CSc1nnc(Cn2c(=O)sc3ccccc32)n1-c1ccccc1C	3	-1	i	-1	1.7	3	0	2	-1.1	-1
39	CN(C(=O)COC(=O)c1cc(=O)[nH]c2ccccc12)c1ccccc1	13	1	i	-3	-0.6	-25	-1	2	1.0	3
40	CC(NC(=O)CCC(=O)NC(C)C1COc2ccccc2O1)C1COc2ccccc2O1 (centres undefined)	-10	-13	i	-6	-0.6	0	-5	-7	-0.9	-3
41	Oc1cc(O)c(CN2CCOCC2)cc1CN1CCOCC1	0	3	i	-4	0.3	5	2	18	-0.6	-1
42	O=C1CCC2(CCCC2)c2ccccc21	·	-1	i	-1	0.1	1	5	-1	-1.8	-1
43	CCCSc1nc(=S)n(Cc2ccccc2)c(C)c1C(C)=O	-10	0	i	-2	0.2	4	4	3	3.3	0
44	COCCNc1cc(-c2ccccc2)nc2cc(-c3cccc(F)c3)nn12	3	1	i	1	-0.4	7	-10	12	3.5	1
45	O=c1[nH]c(/C(Cl)=C/c2cccc(C(F)(F)F)c2)nc2cc(Cl)ccc12	0	-4	i	-1	-0.4	-3	4	0	0.3	-5
46	O=[N+]([O-])c1ccccc1S(=O)(=O)Oc1ccc(/C=N/n2cnnc2)cc1	-4	7	i	1	0.6	-16	-3	8	-0.1	2
47	CC(=O)c1ccc(N=C2SCCCN2C(=O)C2CCCC2)cc1	-12	1	i	-4	-0.6	-1	-1	5	-0.4	-2
48	NC(=O)COc1c(-c2ccccc2)oc2ccccc2c1=O	-6	5	i	-2	-0.2	-6	2	-4	-1.3	3
49	Cc1cc(NC(=O)CCC(=O)N(c2ccc(F)cc2)C2(C(=O)NC3CCCCC3)CCCC2)no1	-6	-2	i	0	-0.8	-6	2	5	-1.7	3
50	C/C(=N/N=C1/NC(=O)CC(C(=O)O)S1)c1ccccc1 (centres undefined)	-3	6	i	4	-1.1	-1	1	-10	0.3	0

# New compounds follow:
No.	molecule	Scp-1 inhibitor	CSN deneddyl inh	Rpn11 block	STEP inh	TbMetRS inhib	SUMO1-SIM PPI	DNMT1 block	MLLE-PAM2 inh	LMPTP block	NadD inh
51	O=C(O)CCC(=O)NNC(=O)CCC1CCCCC1	-3	-10	i	-1	0.3	3	6	3	-2.1	-7
52	COc1ccccc1NC(=O)c1cnc(Nc2ccccc2OC)c2ccccc12	-4	6	i	-1	-0.6	0	-9	6	2.6	-3
53	O=C(C1=C[C@H](C2CCCCC2)C[C@H](OCc2ccc(CO)cc2)O1)N1CCN(Cc2ccc3c(c2)OCO3)CC1	4	2	i	0	0.4	9	-20	-13	3.3	1
54	O=C(NN1C(=O)C2C3C=CC(C4CC34)C2C1=O)c1ccc(Cl)c(Cl)c1 (centres undefined)	-8	-3	i	-4	-0.3	-1	6	2	-1.9	-8
55	CC1CCCN(S(=O)(=O)c2ccc(C(=O)Nc3nnc(-c4ccccc4Cl)o3)cc2)C1 (centres undefined)	-5	-4	i	0	-0.3	12	0	-5	-0.2	29
56	O=C(COc1ccc2ccc(=O)oc2c1)NC1CCCC1	10	4	i	-2	-0.7	-3	2	-9	-1.1	-8
57	CC1=C(C#N)C(c2ccc(O)cc2)C2=C(CCCC2=O)N1 (centres undefined)	-1	-20	i	0	-0.5	-3	1	-3	1.9	-3
58	COc1ccc(NC(=O)C(C)N2c3cccc4cccc(c34)S2(=O)=O)cc1OC (centres undefined)	-16	4	i	2	-0.3	-7	-18	-21	0.9	7
